# Compound activity from PubChem.
# PrPC TRFRET: inhibitors of human cell surface prion protein PrPC, primary screen, cell-based, TR-FRET | Major prion protein (Homo sapiens), P04156 | TR-FRET read-out | inhibition, % at 13.8 µM | hit rate 0.43% among 370,000 | AID 720596, 2013; in the data active = inhibition above about 24%; also: 0% = median of the test wells and 100% = reference compound wells
# CCHF vOTU inh: CCHFV vOTU protease inhibitors, primary screen, biochemical, Pep-AMC substrate, fluorescence; Crimean-Congo hemorrhagic fever virus L polyprotein viral ovarian tumor (vOTU) protease …; inhibition, % at 11.5 µM; hit rate 0.55% among 370,000; AID 651958, 2012; in the data active = inhibition above about 30%; also: 0% = vehicle wells with enzyme and 100% = no enzyme wells
# Rv3671c inh: Rv3671c serine protease inhibitors, primary screen, biochemical, fluorescence polarization, M. tuberculosis H37Rv; P9WHR9; inhibition, % at 5.96 µM; hit rate 0.048% among 320,000; in the data active = inhibition above about 38%;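 also: extracellular domain of Rv3671c used as enzyme; 0% = enzyme with DMSO and 100% = no enzyme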
# BoNT-A LC inh2: BoNT/A light chain protease inhibitors, primary screen, biochemical, flow cytometry, MLPCN library; Botulinum neurotoxin type A light chain protease (Clostridium botulinum A str. ATCC 3502); multiplex microsphere protease substrate cleavage; inhibition, % at 10 µM; hit rate 0.17% among 360,000; AID 588499, 2011; also: plate controls were buffer without enzyme for full effect and enzyme alone for no effect
# Anthrax LF prot: Bacillus anthracis LF protease inhibitors, primary screen, biochemical, multiplex microsphere, MLPCN library | Lethal factor (Bacillus anthracis), P15917 | multiplex microsphere protease cleavage assay | inhibition, % at 10 µM | hit rate 0.12% among 360,000 | AID 588501, 2011; also: plate controls were buffer without enzyme for full effect and enzyme alone for no effect
# Target sequence (P15917 whole entry, looked up): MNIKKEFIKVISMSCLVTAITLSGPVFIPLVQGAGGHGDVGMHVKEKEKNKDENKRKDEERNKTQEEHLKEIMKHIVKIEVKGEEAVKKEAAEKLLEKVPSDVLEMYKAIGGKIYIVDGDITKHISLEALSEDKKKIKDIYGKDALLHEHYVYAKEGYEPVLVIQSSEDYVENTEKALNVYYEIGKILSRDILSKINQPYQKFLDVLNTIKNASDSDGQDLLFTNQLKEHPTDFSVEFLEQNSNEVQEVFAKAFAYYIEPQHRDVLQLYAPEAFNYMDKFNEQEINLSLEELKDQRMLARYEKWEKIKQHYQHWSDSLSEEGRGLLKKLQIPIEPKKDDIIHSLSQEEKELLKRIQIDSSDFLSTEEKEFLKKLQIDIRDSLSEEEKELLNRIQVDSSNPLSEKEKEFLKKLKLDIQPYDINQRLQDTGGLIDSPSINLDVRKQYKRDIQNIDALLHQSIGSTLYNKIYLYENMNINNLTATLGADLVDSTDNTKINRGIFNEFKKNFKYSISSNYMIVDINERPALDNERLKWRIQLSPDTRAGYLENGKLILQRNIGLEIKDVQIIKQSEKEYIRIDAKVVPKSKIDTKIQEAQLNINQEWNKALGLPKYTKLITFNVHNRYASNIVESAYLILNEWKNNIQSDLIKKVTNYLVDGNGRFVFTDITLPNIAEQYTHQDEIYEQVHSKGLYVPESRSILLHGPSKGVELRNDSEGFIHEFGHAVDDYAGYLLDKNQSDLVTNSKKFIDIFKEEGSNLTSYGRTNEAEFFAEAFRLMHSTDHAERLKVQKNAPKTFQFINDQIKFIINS
# MazF activator: activators of E. coli MazEF toxin-antitoxin RNase, primary screen, biochemical, fluorescence, uHTS; Endoribonuclease toxin MazF (Escherichia coli (strain K12)), P0AE70; FAM/BHQ RNA-DNA oligo cleavage fluorescence, 5 h; activation, % at 20 µM; hit rate 0.32% among 350,000; AID 504720, 2011; in the data active = activation above about 50%
# SARS 3CLpro inh: SARS-CoV 3CLpro protease inhibitors, primary screen, biochemical, quenched FRET; Replicase polyprotein 1ab (Severe acute respiratory syndrome coronavirus), P0C6X7; recombinant SARS-CoV 3CLpro, quenched FRET peptide cleavage; inhibition, % at 6 µM; hit rate 0.14% among 290,000; AID 1706, 2009; in the data active = inhibition above about 12%
# DUSP3 inh: VHR1 phosphatase inhibitors, primary screen, biochemical, absorbance, uHTS. recombinant VHR phosphatase, pNPP absorbance. hit rate 0.52% among 290,000. Dual specificity protein phosphatase 3 (Homo sapiens), P51452. AID 1654, 2009. inhibition, % at 13.3 µM; in the data active = inhibition above about 50%; also: some compounds called inactive have numbers as strong as hits
# Target sequence (P51452 whole entry, looked up): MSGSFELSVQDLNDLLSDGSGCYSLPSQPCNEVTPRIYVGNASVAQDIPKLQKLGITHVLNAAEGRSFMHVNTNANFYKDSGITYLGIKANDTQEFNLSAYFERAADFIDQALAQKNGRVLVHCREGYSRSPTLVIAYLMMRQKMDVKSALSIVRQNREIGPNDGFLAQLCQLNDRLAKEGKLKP
# PriA SSB inh: inhibitors of Klebsiella pneumoniae PriA binding to SSB C-terminal tail, primary screen, biochemical, AlphaScreen; inhibition, % at 33 µM; AlphaScreen SSBct-PriA binding, biotinylated peptide; PriA–SSB C-terminal tail interaction (Klebsiella pneumoniae); hit rate 0.6% among 430,000; AID 1272365, 2023; in the data active = inhibition mostly above about 37%, no sharp cut-off; inactive = mostly below about 20%;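 also: plate controls were negative control peptide for no effect and reference peptide for full effect; strong numbers were not always called active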
# BoNT F protease: BoNT/F light chain protease inhibitors, primary screen, biochemical, flow cytometry, MLPCN library; Botulinum neurotoxin type F light chain protease (Clostridium botulinum); AID 588497, 2011; hit rate 0.22% among 360,000; inhibition, % at 10 µM; Multiplex microsphere protease cleavage assay; in the data active = inhibition above about 35%, passing the limit was not always enough; inconclusive = no clear call, values can overlap the other calls; also: plate controls were buffer without enzyme for full effect and enzyme alone for no effect
# * hit, by the source's call; i = inactive; ? = inconclusive; . = not tested or not shown. Rule as the data show it, unless noted: active = inhibition above about 30%; inconclusive = no clear call, values can overlap the other calls; inactive = below that. A portion of the library. The share of hits here may be higher or lower than overall.
SMILES,PrPC TRFRET,CCHF vOTU inh,Rv3671c inh,BoNT-A LC inh2,Anthrax LF prot,MazF activator,SARS 3CLpro inh,DUSP3 inh,PriA SSB inh,BoNT F protease
O=C(Cn1ncc(Cl)c(Cl)c1=O)c1ccc2c(c1)OCCO2,-26,11,-2,0.1,2,0,.,.,-3,-11
O=C(NCc1ccccc1)NC1(C(=O)N2CCOCC2)CCCCC1,-2,18,-4,0.5,-2,2,3,14,-10,5
C=CCn1cnc2c(nnn2-c2ccc(Cl)cc2)c1=O,-8,-11,6,-0.4,-6,3,1,13,8,-7
CNCC(O)C(O)C(O)C(O)CO (centres undefined),-4,4,-2,0.7,-1,4,1,39,-7,4
Cn1cnc(S(=O)(=O)N2CCN(C(c3ccccc3)c3ccccc3)CC2)c1,-8,-11,0,3.3,3,0,8,5,2,-7
CC(C)(C)OC(=O)CN1c2cccc3cccc(c23)S1(=O)=O,1,-21,8,-0.5,5,-2,2,21,-12,11
COc1ccc(-n2c(SCC(=O)c3ccc[nH]3)nnc2-c2ccccc2)cc1,5,7,-23,0.7,1,-6,5,10,-12,-2
Cc1ccc(S(=O)(=O)NCC(c2cccnc2)N2CCc3ccccc32)cc1 (centres undefined),4,12,4,-0.2,-3,6,4,7,26,-5
CNC[C@@H]1Oc2cc(Br)ccc2S(=O)(=O)N([C@H](C)CO)C[C@@H]1C,-4,15,.,-1.0,-11,.,.,.,.,2
Cc1noc(C)c1S(=O)(=O)Nc1ccc(C(=O)NC2CCCCCC2)cc1,0,-2,-5,0.2,-2,13,1,18,-3,-3
CCSc1nnc(NC(=O)C(C)(C(F)(F)F)C(F)(F)F)s1,11,-4,-7,0.1,-7,5,-2,22,-1,-2
CC(=O)Nc1ccc(S(=O)(=O)N(C)c2ccc(OCCOc3cccc(C)c3)cc2)cc1,3,7,-12,0.1,-5,-5,.,.,-8,-7
Cc1nc2cc(-c3cccc(F)c3)nn2c(C)c1CCC(=O)NC(C)c1ccc2c(c1)OCCO2 (centres undefined),5,4,-3,-0.8,1,9,-5,19,-13,-6
NC(c1ccc(F)c(F)c1)c1nc(-c2cc(F)cc(F)c2)cs1 (centres undefined),12,-12,.,0.1,-2,.,.,.,.,-6
CC(C)CNc1cc(=O)n(C)c(=O)n1C,-5,-3,0,0.3,0,1,-8,7,-6,-13
COc1cc(C(=O)Nc2cccc(-c3nc4ccccc4o3)c2C)cc(OC)c1OC,-1,2,.,0.4,2,-11,3,24,-7,8
O=c1[nH]c2ccccc2c(=O)n1Cc1ccco1,2,-7,2,0.2,3,4,1,19,0,1
O=C(COc1ccccc1Cl)NCC(c1cccs1)N1CCOCC1 (centres undefined),2,4,-2,-1.1,2,7,.,.,-14,-2
COc1ccc(S(=O)(=O)Nc2ccccc2C(=O)NCc2ccco2)cc1Br,0,7,-11,0.3,3,-7,3,-10,-16,14
S=C(NCc1ccncc1)NC1CCCC1,-1,-11,3,-0.1,-1,-4,1,16,-21,-2
COc1ccc(Cn2c(CCC(=O)N3CCN(c4ccccn4)CC3)nc3ncccc3c2=O)cc1,1,-3,.,0.0,0,-16,-9,13,-10,7
CC1CN2C(c3ccc([N+](=O)[O-])cc3)=CSC2=N1 (centres undefined),-38,13,-2,-6.9,-7,-20,0,8,4,-18
Cc1cc2ccccc2cc1CN1CCCCC1,-2,6,-2,?,16,4,-6,30,-6,?
O=[N+]([O-])c1cccc(/C=N/n2cnnc2)c1,-10,10,-9,.,.,23,3,10,i,.
CCOC(=O)C1(C)CCCN(C(=O)c2cc(OC)c(OC)c(OC)c2)C1 (centres undefined),-5,6,.,-0.4,-5,.,.,.,.,-8
Cc1ccc(/C=N/NC(=S)NC(C)C)o1,-4,4,2,-0.9,-2,0,-1,27,.,-14
COC(=O)c1nc2nc(C)cc(=O)n2[nH]1,0,-6,3,-0.7,2,12,-2,24,-6,-26
Nc1cc(=O)[nH]c(SCC(=O)N2N=C(c3ccc(Cl)cc3)CC2c2ccco2)n1 (centres undefined),5,0,-62,0.5,-1,-10,7,38,7,-6
COc1ccc(-c2ccc3c(c2)C2CC3CCN2C(=O)OCc2ccccc2)cc1 (centres undefined),2,0,.,-0.3,-3,-9,.,.,5,-3
CCCCNC(=O)OCC(CC)NC(=O)OC(C)C (centres undefined),-1,7,-11,0.9,-3,7,-2,25,-20,2
COc1ccc([N+](=O)[O-])c2c(=O)ccoc12,-5,-17,-9,0.5,-1,-13,4,-8,-15,-2
COc1ccccc1NC(=O)Nc1ccccc1Br,6,-1,-3,0.1,-1,3,1,13,2,-10
CCC(OC(=O)CNS(=O)(=O)c1ccccc1)C(=O)c1ccccc1 (centres undefined),1,9,10,0.8,2,-3,2,7,-3,11
CN1C(=O)C(=Cc2ccc(SC3CCCCC3)o2)C(=O)N(C)C1=O,5,-6,8,-0.2,1,-61,1,8,-4,-2
Cc1ccc(CNC(=O)COC(=O)c2cc(=O)[nH]c3ccccc23)cc1,-8,2,1,0.3,2,-7,.,.,-3,0
O=C(Cc1ccccc1)NNC(=O)c1cccs1,0,15,-1,-0.9,-5,8,-4,10,7,-6
Cc1cc(Cl)ccc1OCC(=O)Nc1ccccc1N1CCOCC1,5,2,-13,-1.3,-6,3,3,-24,-14,-31
COc1cc(-c2cc(C(=O)Nc3ccncc3)c3ccccc3n2)cc(OC)c1OC,-9,1,-1,1.2,-2,7,.,.,-1,0
CCOC(=O)c1cnc2ccc(OC)cc2c1Nc1ccc(N2CCN(C)CC2)cc1,0,-9,.,-2.5,-9,9,4,-20,5,?
COc1cc(NC(=O)C2CCCN2C(=O)C2CCC(C)CC2)cc(OC)c1OC (centres undefined),1,7,1,-1.1,-2,4,0,-6,-16,-3
c1ccc(-c2noc(CC3CCCCC3)n2)nc1,-3,7,4,-0.2,-2,-2,8,25,-10,0
O=C(Nc1cc(F)ccc1F)c1ccc(-n2cncn2)c([N+](=O)[O-])c1,-33,14,2,-210,-61,-2,.,.,-10,?
CC(=O)Nc1cc(-c2cccc(F)c2)cn2c(-c3ccc(F)c(Cl)c3)cnc12,-3,-4,.,0.3,-6,.,.,.,.,2
O=C(NC1CCCCC1)c1ccccc1NC(=O)C1CC(=O)N(c2ccc(Cl)cc2)C1 (centres undefined),9,4,1,0.7,3,-7,2,-5,-2,0
CC(C)(C)c1ccc(-c2nnc(SCC(=O)NC3CC3)o2)cc1,14,2,-13,-0.2,-4,4,.,.,0,2
CCCCCCCCNC(=O)c1cccnc1SCC(=O)Nc1ccccc1OC,-2,-6,-5,-2.6,3,2,-2,-4,3,-3
COc1ccc(-c2coc3c(C(=O)N4CCN(C)CC4)cccc23)c(C)c1,6,-1,.,0.4,-2,.,.,.,.,2
CC12CN3CC(C)(CN(C1)C3c1ccccc1)C2O (centres undefined),-2,14,0,-0.1,0,11,-3,30,1,-6

# 3 structures out of the list, sorted by SMILES length, low to high.
SMILES,PrPC TRFRET,CCHF vOTU inh,Rv3671c inh,BoNT-A LC inh2,Anthrax LF prot,MazF activator,SARS 3CLpro inh,DUSP3 inh,PriA SSB inh,BoNT F protease
Cc1cc2ccccc2cc1CN1CCCCC1,-2,6,-2,?,16,4,-6,30,-6,?
Cc1noc(C)c1S(=O)(=O)Nc1ccc(C(=O)NC2CCCCCC2)cc1,0,-2,-5,0.2,-2,13,1,18,-3,-3
COc1ccc(-c2ccc3c(c2)C2CC3CCN2C(=O)OCc2ccccc2)cc1 (centres undefined),2,0,.,-0.3,-3,-9,.,.,5,-3

# Other records follow.
SMILES,PrPC TRFRET,CCHF vOTU inh,Rv3671c inh,BoNT-A LC inh2,Anthrax LF prot,MazF activator,SARS 3CLpro inh,DUSP3 inh,PriA SSB inh,BoNT F protease
COCCNC(=S)N/N=C(\C)c1ccc(Cl)c(Cl)c1,5,-4,5,-1.7,0,-2,6,-6,.,-5
COc1ccc(OC)c(N(CC(=O)Nc2ccc3c(c2)OCCO3)S(C)(=O)=O)c1,-7,7,0,-0.2,-2,8,0,-6,13,0
COc1ccc2nc(C)cc(Nc3ccccc3O)c2c1,-7,-4,-4,-0.9,3,13,-3,-23,5,-6
O=C1c2cccnc2C(O)N1C1CCCCC1 (centres undefined),1,-22,-9,-3.3,-1,-6,3,-16,-5,-4
CN(C)C(=O)CN1C(=O)c2cccc3cccc1c23,-1,-4,5,0.5,16,4,0,15,7,14
Cc1ccc(-n2nnnc2-c2ccccc2Br)cc1,4,4,-2,.,.,11,.,.,-23,.
O=C(c1ccccc1)c1ccc2nc[nH]c2c1,3,29,5,-1.1,-4,-1,-1,2,-4,-8
O=C(Oc1ccc[nH]c1=O)C1CC1,4,-5,.,-0.1,-3,5,.,.,.,3
C/C(CCc1ccccc1)=N\NC(=O)C(=O)Nc1cccc(Cl)c1,8,4,5,-0.6,-6,6,6,29,.,-1
Cc1ccc2c(c1)C(C)(C)[C@]1(C)NC(=O)CCN21,2,-3,-13,0.3,1,1,-2,-1,3,-4
COc1ccc(C(=O)NCCNc2nc3c(C)cccc3cc2C#N)cc1,-14,-26,-10,7.7,8,7,0,.,-10,-19
COc1cc(NC(=O)CN(C)S(=O)(=O)c2ccc3c(c2)CC(C)N3C(C)=O)cc(OC)c1OC (centres undefined),0,-1,5,-0.8,-1,-3,-2,2,-3,3
Cc1cc(C)c(C)c(OCCOCCN2CCOCC2)c1,2,-5,-6,0.0,2,1,-7,16,2,0
O=C1CCCN1c1ccc([N+](=O)[O-])cc1,-27,11,.,0.1,-2,5,.,.,.,-4
CC1CC(C)CN(CC(=O)N2c3ccccc3CCc3ccccc32)C1 (centres undefined),-4,0,3,-5.7,-1,-4,5,25,-7,-7
Cc1ccc(Cc2cc(-c3ccc(C)cc3)n[nH]c2=O)cc1,1,-4,-11,.,.,1,0,-8,-10,.
CCN1C(=O)[C@H]2[C@@H](c3ccc(-c4ccc(C(C)=O)cc4)cc3)N[C@@](C)(C(=O)OC)[C@H]2C1=O,.,.,-2,-0.5,-5,1,.,.,-4,-4
COc1ccc(C(CCNCc2ccc(N(C)C)cc2)C(C)C)cc1 (centres undefined),5,-1,2,?,-12,14,1,44,42,?
O=C1NC(=O)/C(=C/c2ccco2)N1,-8,3,8,0.1,-5,9,.,.,-5,-2
CS(=O)(=O)Nc1ccc(S(=O)(=O)Nc2nccs2)cc1,-3,-5,-2,-0.6,0,0,-7,17,-9,9
CC(CC(=O)O)n1nnc2ccccc21 (centres undefined),-3,19,4,-0.4,-3,-1,1,6,-12,-2
CN(NC(=O)c1ccccc1Cl)c1ncc(C(F)(F)F)cc1Cl,7,-4,-6,-6.1,-9,-2,0,2,3,?
COc1ccc(NC(=O)/C(C#N)=C/c2ncc([N+](=O)[O-])n2C)c(OC)c1,-2,1,1,-2.8,12,0,-1,-28,0,?
COc1ccc(-n2cnc3cc(C(=O)N4CCOCC4)ccc32)cc1,1,0,0,0.0,-1,-19,1,35,-6,5
O=C(O)C1=C[C@@H](c2ccc(Br)cc2)C[C@@H](OCCCCO)O1,-4,-3,-3,-1.1,-6,0,.,.,-3,-8
